TRHR agonist – qHTS for Small Molecule Agonists and Allosteric Enhancers of Human TRH Receptor: Primary Screen for Agonists. activation, % at 2 µM. AID 493084, 2011. Thyrotropin-releasing hormone receptor (Homo sapiens), P34981. TRHR cells, calcium flux fluo-8, FDSS agonist mode. 0.18% of 360,000 active; in the data active means activation above about 30%; further: 0% is about no effect
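Steps: seed TRHR cells overnight; add fluo-8 no-wash Ca dye, RT 30 min–1.5 h; record 10 s baseline; pin-transfer compounds; monitor fluorescence 1 cycle/s for the agonist window. Calcium increases flag candidate agonists.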
D2 antagonist – HTS Assay for Allosteric Antagonists of the Human D2 Dopamine Receptor: Primary Screen for Antagonists; D(2) dopamine receptor (Homo sapiens), P14416; HEK293 TREx D2 cells, calcium flux, dopamine EC80; inhibition, % at 10 µM; 2% of 340,000 active; in the data active means inhibition above about 30%; further: 0% is about no effect
Target sequence (P14416 whole entry, looked up): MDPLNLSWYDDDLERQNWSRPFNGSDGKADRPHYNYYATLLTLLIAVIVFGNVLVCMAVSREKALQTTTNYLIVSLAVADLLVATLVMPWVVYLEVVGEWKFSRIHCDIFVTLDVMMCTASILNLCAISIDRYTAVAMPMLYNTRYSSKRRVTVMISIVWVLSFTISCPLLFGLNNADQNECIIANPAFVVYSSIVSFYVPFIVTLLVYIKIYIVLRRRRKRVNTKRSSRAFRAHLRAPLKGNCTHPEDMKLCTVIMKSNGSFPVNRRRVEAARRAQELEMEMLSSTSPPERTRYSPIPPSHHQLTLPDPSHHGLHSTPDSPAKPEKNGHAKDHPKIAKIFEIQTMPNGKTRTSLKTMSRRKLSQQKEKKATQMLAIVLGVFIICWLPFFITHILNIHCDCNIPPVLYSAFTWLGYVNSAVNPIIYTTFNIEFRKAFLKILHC
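Antagonism is scored as inhibition of an EC80 dopamine-evoked calcium signal in a force-coupled, tetracycline-inducible HEK293 T-REx D2 line, with compound present 180 s before agonist.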
rTrxR1 inhibitor – qHTS Assay for Inhibitors of Mammalian Selenoprotein Thioredoxin Reductase 1 (TrxR1): qHTS. Thioredoxin reductase 1, cytoplasmic (Rattus norvegicus), O89049. recombinant rTrxR1, NADPH fluorescence consumption, selenite substrate. Potency, µM (titrated, usually from 114 µM), for inactives: top-dose activity change, negative = inhibition, most hits filed as inhibitors. 1% of 390,000 active. AID 588453, 2011; further: potency means the concentration at half of the fitted maximal effect; on the % scale 0 is the no-effect control and ±100 the full control effect; nearly all actives have a fitted effect of over 65% in size
Target sequence (O89049 whole entry, looked up): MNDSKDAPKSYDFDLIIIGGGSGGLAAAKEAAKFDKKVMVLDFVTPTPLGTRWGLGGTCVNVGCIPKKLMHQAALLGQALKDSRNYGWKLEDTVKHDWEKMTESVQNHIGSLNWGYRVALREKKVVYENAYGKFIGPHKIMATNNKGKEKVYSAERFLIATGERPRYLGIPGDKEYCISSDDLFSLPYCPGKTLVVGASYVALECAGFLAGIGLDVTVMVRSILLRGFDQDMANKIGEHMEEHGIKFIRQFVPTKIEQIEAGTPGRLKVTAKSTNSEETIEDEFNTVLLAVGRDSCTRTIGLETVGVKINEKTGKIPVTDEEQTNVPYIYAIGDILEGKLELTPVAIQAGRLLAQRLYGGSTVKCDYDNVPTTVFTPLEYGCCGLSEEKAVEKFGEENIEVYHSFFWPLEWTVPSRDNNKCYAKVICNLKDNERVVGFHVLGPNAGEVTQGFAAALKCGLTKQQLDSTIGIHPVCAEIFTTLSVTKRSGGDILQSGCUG
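Rat TrxR1 (90 nM in the dispensed reagent) was pre-reduced with 400 uM NADPH for 5 min at room temperature, then incubated with compound for 15 min. After 400 uM selenite was added, NADPH fluorescence (Ex 340/Em 450 nm) was followed for 8 min.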
Pin1 inhibitor – qHTS Assay to Find Inhibitors of Pin1; Peptidyl-prolyl cis-trans isomerase NIMA-interacting 1 (Homo sapiens), Q13526; Pin1 FP peptide displacement, HiFluor488, 10 min; Potency, µM (doses to about 115 µM), inactives show at the top dose activity, negative = inhibition, hits mostly inhibitors; 0.009% of 390,000 active; active means well fitted inhibition curve with a large enough effect in the polarisation, with a control signal flat, not every such curve was filed as active; inconclusive means small, poorly fitted or top-dose-only effect, or effect the other way, or a change in a side signal; inactive means no such curve, though single readings can be large or run the other way; the % refers to the polarisation; further: potency means the concentration at half of the fitted maximal effect; on the % scale 0 is the no-effect control and ±100 the full control effect
USP1-UAF1 inh – Inhibitors of USP1/UAF1: Primary Screen. Potency, µM (highest dose often 57.1 µM), for inactives: at the highest dose activity change, negative = inhibition, actives largely listed as inhibitors. recombinant USP1/UAF1, Ub-Rhodamine cleavage fluorescence. Ubiquitin carboxyl-terminal hydrolase 1 (Homo sapiens), O94782. AID 743255, 2014. 0.23% of 390,000 active; further: potency means the concentration at half of the fitted maximal effect; on the % scale 0 is the no-effect control and ±100 the full control effect; nearly all actives have a fitted effect of over 60% in size; inactives centre near -12
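USP1/UAF1 complex (1 nM) preincubated 15 min at room temperature with compound, then Ub-Rho substrate (150 nM final) added. Kinetic fluorescence at 480/540 nm over 6 reads at 60 s intervals; 50 mM HEPES pH 7.8, 0.5 mM EDTA, 0.1 mg/ml BSA, 1 mM TCEP, 0.01% Tween-20.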
D2 ag – HTS Assay for Allosteric Agonists of the Human D2 Dopamine Receptor: Primary Screen for Agonists. D(2) dopamine receptor (Homo sapiens), P14416. HEK293 T-REx D2 cells, calcium flux agonist mode. activation, % at 2 µM. 0.53% of 340,000 active. AID 485358, 2010;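 active means activation over 3 SD above normal in the single-dose calcium agonist read, cut at about 30% in these data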; further: 0% is about no effect
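Tetracycline-induced HEK293 T-REx cells with force-coupled D2 receptor, plated overnight at 30 C, loaded with no-wash calcium dye. After a 10 s baseline, compound was pin-added and calcium flux read kinetically for 180 s; calcium rises flagged agonists.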
TrxR1 substrate – qHTS Assay for Substrates of Mammalian Selenoprotein Thioredoxin Reductase 1 (TrxR1): qHTS; Thioredoxin reductase 1, cytoplasmic (Rattus norvegicus), O89049; 0.01% of 390,000 active; Potency, µM (doses to about 114 µM), without a hit: at the highest dose activity change, negative = substrate turnover; purified TrxR1 substrate turnover, NADPH consumption readout; further: potency means the concentration at half of the fitted maximal effect; on the % scale 0 is the no-effect control and ±100 the full control effect; nearly all actives have a fitted effect of over 50% in size
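Rat TrxR1, dispensed at 90 nM, was prereduced with 400 uM NADPH (final) for 5 min at ~22 deg C, then incubated with compound 15 min before 400 uM selenite. A first-read NADPH fluorescence drop versus no-compound background flagged substrates.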
TRHR PAM – qHTS for Small Molecule Agonists and Allosteric Enhancers of Human TRH Receptor: Primary Screen for Enhancers; TRHR cells, fluo-8 calcium fluorescence, EC20 TRH enhancement; enhancement, % at 2 µM; 0.66% of 360,000 active; in the data active means enhancement above about 30%; further: 0% is about no effect
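TRHR-expressing cells loaded with fluo-8 calcium dye were read kinetically (ex 480/em 530) during compound addition, then stimulated with an EC20 of TRH (10 nM final). Enhancement of the Gq-mediated intracellular calcium response was scored.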
mIDH1 inhibitor – qHTS for Inhibitors of mutant isocitrate dehydrogenase 1 (IDH1): qHTS. 0.093% of 390,000 active. Potency, µM (doses to about 76.6 µM), inactives show top-dose activity change, negative = inhibition, usual class: inhibitors. Isocitrate dehydrogenase [NADP] cytoplasmic (Homo sapiens), O75874. IDH1-R132H enzyme, NADPH consumption, diaphorase/resazurin fluorescence; further: potency means the concentration at half of the fitted maximal effect; on the % scale 0 is the no-effect control and ±100 the full control effect; nearly all actives have a fitted effect of over 65% in size
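IDH1-R132H (0.5 ug/mL dispensed) in pH 7.5 Tris buffer was preincubated 30 min with compound, then given a substrate mix of 0.016 mM NADPH and 2 mM alpha-KG for 80 min at room temperature; remaining NADPH was read by diaphorase/resazurin fluorescence.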
* hit, by the source's call; ? = inconclusive; nt = not tested or not shown; [ ] = dose if it differs, or a comment. Unless noted, the call rests on the fitted dose curve; in most records, active means well fitted inhibition curve with a large enough effect; inconclusive means small, poorly fitted or top-dose-only effect; inactive means no such curve, though single readings can be large or run the other way.

SMILES	TRHR agonist	D2 antagonist	rTrxR1 inhibitor	Pin1 inhibitor	USP1-UAF1 inh	D2 ag	TrxR1 substrate	TRHR PAM	mIDH1 inhibitor
CCOC(=O)c1oc2ccc(Br)cc2c1CSc1nnc(C)s1	-0.3	6	1%	6%	-14%	0.3	-1%	-5	0%
CCCCn1c(=O)[nH]c(=O)c2c1nc(-c1ccc([N+](=O)[O-])cc1)n2CC	-1.9	-1	-18%[57.1 µM]	1%	-18%	-2.3	3%[57.1 µM]	10	-2%
O=C(CNC(=O)c1ccc2c(c1)OCCO2)N=Nc1c(O)[nH]c2ccccc12	-0.2	15	-21%	-2%	-11%	-0.7	?	-3	1%
Cc1cc(-c2nc3ncccc3o2)ccc1NC(=O)COc1ccc(C(C)(C)C)cc1	-0.1	nt	-15%	-1%	-15%	-0.2	66%[activator]	10	-5%
CCOCCOC(=O)C1=C(C)NC(=O)NC1c1ccc2c(c1)OCO2 (configuration not stated)	0.2	-4	-1%	-16%	-7%	0.0	-5%	-2	-7%
Cc1cc(Br)c(NC(=O)C(C)Sc2nnnn2C)c(Br)c1 (configuration not stated)	1.0	-12	-2%	-12%	-18%	0.0	-4%	3	4%
CCC1=NN2C(=N)/C(=C\c3ccc(OCc4cc(=O)n5nc(CC)sc5n4)c(OC)c3)C(=O)N=C2S1	0.3	-7	-10%	?	2%	0.9	-11%	5	-5%
CNC(=S)NNc1nc(-c2ccccc2)c2cc(Cl)ccc2n1	nt	nt	4%	-6%	-15%	nt	-5%	nt	7%
COc1cccc(C(=O)Nc2cnc(NC(=O)c3ccco3)cc2C)c1	0.4	-7	-11%	-3%	7%	0.6	6%[57.1 µM]	-1	2%
COCCNC(=O)CCCn1c(=O)[nH]c2ccsc2c1=O	-0.2	nt	13%	13%	-25%	-0.1	-2%	-4	-5%
COc1cccc(NC(=O)CN(C)C(=O)c2ccc(-n3cncn3)c([N+](=O)[O-])c2)c1	-0.7	-10	24%	-7%	-3%	0.3	1%	-2	-13%
CC(C)CN1CCC(C(=O)NCC2CCCO2)CC1 (configuration not stated)	-0.6	5	21%	-17%	-19%	-0.4	-2%	4	1%

Reprinted from the part before: three entries; new compounds follow.
SMILES	TRHR agonist	D2 antagonist	rTrxR1 inhibitor	Pin1 inhibitor	USP1-UAF1 inh	D2 ag	TrxR1 substrate	TRHR PAM	mIDH1 inhibitor
COCCNC(=O)CCCn1c(=O)[nH]c2ccsc2c1=O	-0.2	nt	13%	13%	-25%	-0.1	-2%	-4	-5%
COc1cccc(NC(=O)CN(C)C(=O)c2ccc(-n3cncn3)c([N+](=O)[O-])c2)c1	-0.7	-10	24%	-7%	-3%	0.3	1%	-2	-13%
CC(C)CN1CCC(C(=O)NCC2CCCO2)CC1 (configuration not stated)	-0.6	5	21%	-17%	-19%	-0.4	-2%	4	1%
O=C(CN1C(=O)S/C(=C\c2ccccc2)C1=O)NC1CCS(=O)(=O)C1 (configuration not stated)	0.4	21	7%	-2%	-9%	0.1	-9%	7	-6%
Cc1cc2nccc(-c3ccco3)n2n1	0.1	-9	-5%	-2%	-19%	-8.0	-2%	-5	3%
COc1ccc(Cl)cc1N=Cc1c(O)c2ccccc2oc1=O	0.0	-3	22%[57.1 µM]	4%	-13%	0.4	-1%[57.1 µM]	-2	11%
C#CCOCCOCCOCCNc1nc(N2CCN(C(=O)[C@H]([C@@H](C)O)n3cc(CCCCN)nn3)CC2)nc(N2CCN(C(=O)[C@H](CCCCN)n3cc(CC(C)O)nn3)CC2)n1 (some centres not stated)	0.3	-6	12%	1%	-19%	0.2	4%	-3	4%
COc1cccc(/C=N/NC(=O)c2csc(-n3nc(C)cc3C(F)(F)F)n2)c1	-0.2	0	19%	-4%	-17%	0.1	5%	2	5%
c1ccc(CCNCc2cccs2)nc1	nt	nt	11%[57.1 µM]	2%	-8%	nt	8%[57.1 µM]	nt	6%
O=C(COc1cc2oc(=O)c3c(c2cc1Cl)CCC3)NCCCN1CCCC1=O	-0.1	11	-14%	1%	-19%	1.2	0%	2	-1%
CC(=O)N1CCN(S(=O)(=O)c2ccc(C)c([N+](=O)[O-])c2)C1C(C)C (configuration not stated)	3.2	8	36%[activator]	?	-25%	-0.1	6%	0	-11%
CC(C)(C)c1ccc(S(=O)(=O)NCCOCC(F)(F)C(F)F)cc1	-0.3	-6	6%[57.1 µM]	0%	-7%	-0.5	-4%[57.1 µM]	-2	6%
CNC(=O)c1sccc1SCc1ccc(Cl)cc1Cl	-0.5	-9	13%[11.4 µM]	-6%	-26%	-0.3	-16%[11.4 µM]	33*	5%
COCCN(Cc1nc(-c2ccc(C(F)(F)F)cc2)no1)C(C)C	-0.2	-1	-9%[57.1 µM]	-3%	-11%	-0.2	-7%[57.1 µM]	-5	8%
Nc1cccc(CN2CCCC2)c1	-0.8	4	7%	0%	-19%	1.5	-4%	9	1%
CNC(=S)NNC(=O)c1cccn(Cc2ccccc2)c1=O	-0.2	-7	-8%	1%	-3%	-0.4	2%	4	-8%
NS(=O)(=O)c1cccc(NC(=O)COC(=O)/C=C/c2ccco2)c1	0.7	7	-45%	4%	4%	0.9	-15%[57.1 µM]	7	4%
Cc1ccc(-n2nc3c(=O)n(CC(=O)NCc4ccccc4)nc(C)c3c2C)cc1	-1.4	8	17%	0%	-13%	-0.1	4%	-6	2%
C[C@@H](NC(=O)c1nc[nH]c1C(=O)N(C)Cc1ccccc1)c1ccccc1	-0.1	nt	8%	-8%	-17%	nt	3%	5	-12%
O=C(NN=C1CCCC1)c1ccccc1OCCOc1ccccc1	-1.0	-14	-15%	-1%	-9%	1.5	-9%	-1	0%
CC(=O)Nc1ccc(S(=O)(=O)N2CCN(S(=O)(=O)c3ccc(NC(C)=O)cc3)CC2)cc1	0.4	-6	10%	-2%	-8%	-0.3	2%	5	-3%
Cc1ccc(C(=O)Nc2ccc(N3CCN(C(=O)c4cccs4)CC3)cc2)c(Cl)c1	-2.5	-19	13%	2%	-11%	-2.1	5%	-2	-3%
O=C(Nc1nccs1)c1cn(-c2ccccc2)nc1-c1ccccc1	0.2	-13	2%[57.1 µM]	7%	-17%	0.0	5%	-5	1%
Nn1c(SCc2cn3cc(Cl)ccc3n2)nnc1-c1ccncc1	-0.3	3	12%[57.1 µM]	-6%	-20%	-0.1	-5%[57.1 µM]	-1	17%
CCCCc1ccc(S(=O)(=O)Nc2cc(C)on2)cc1	0.4	15	18%	-3%	-2%	0.8	-3%	-7	0%
Cc1cc(C)nc(SCC(=O)Nc2nccs2)n1	0.3	8	16%	-3%	-26%	-0.5	3%	3	0%
CCOC(=O)C1(Cc2ccccc2)CCN(Cc2cc(OC)c3c(c2)OCO3)CC1	-3.2	-5	19%	8%	-20%	-0.2	4%	-4	6%
CCOC(=O)c1sc(Nc2cccc(C)c2C)nc1C	-0.3	-9	nt	nt	nt	0.0	nt	8	nt
Cc1csc(SCC(=O)NC(=O)c2ccccc2)n1	-0.2	1	4%[57.1 µM]	-2%	-4%	-0.7	2%[57.1 µM]	-2	-2%
CC1CCN(CC(=O)N2c3ccccc3CCc3ccccc32)CC1	-0.4	27	17%	0%	2%	-1.0	5%	0	-4%
CC1CCCCN1Cc1ccc(N(C)C)cc1 (configuration not stated)	0.2	2	18%	-3%	?	0.3	11%	-1	5%
Cc1ccc(S(=O)(=O)N2C(=O)CCC2C(=O)Nn2cnnc2)cc1 (configuration not stated)	-0.6	-17	-2%	-4%	-11%	0.1	-1%	4	8%
CC(C(=O)Nc1ccccc1)C(=O)Nc1ccccc1	-1.1	-12	47%[activator]	-2%	-19%	0.5	17%	12	0%
Cc1ccc(-c2cc(-c3nnc(SCC(=O)N(C)CCC#N)n3N)c3ccccc3n2)cc1	-0.4	-8	0%[57.1 µM]	0%	-25%	-0.5	33%[57.1 µM]	-3	2%
O=C(/C=C/c1ccc(OCCCF)cc1)N1CCOCC1	2.1	nt	11%	-4%	-23%	nt	-3%	13	-12%
CCOC(=O)N1CCN(CC(=O)Nc2ccc(C)c(Br)c2)CC1	-0.3	13	-9%	-8%	-15%	-0.3	-5%	-1	3%
CS(=O)(=O)N(CC(=O)NCC1CCCO1)c1cccc([N+](=O)[O-])c1 (configuration not stated)	-0.6	-6	11%[57.1 µM]	-3%	-5%	-0.5	68%	-2	3%
CCCNC(=O)c1cccc(NC(=O)C(C)C)c1	-0.4	-7	24%	-5%	-10%	1.2	-3%	-1	3%
COc1ccc(NS(=O)(=O)c2cc(NC(=O)c3cnc(C)cn3)ccc2N2CCCCC2)cc1	-0.1	2	-11%	14%	-15%	1.1	-11%	-2	1%
CCCCn1c(N)c(N(CC(C)C)C(=O)c2cc(-c3ccc(OC)c(OC)c3)nc3ccccc23)c(=O)[nH]c1=O	-0.4	-4	2%	0%	1%	0.3	-5%	-5	-2%

Some of the compounds tested; count on the stated rates, not on these rows.
